Source: PubChem BioAssay
PI4K2A block – blocks human PI4K2A kinase activity; activity change, negative = inhibition, % at 76.9 µM; purified PI4K2A, ADP-Glo luminescence, 1 h; hits give low values; Q9BTU6; AID 1346378; 420,000 compounds, 0.13% hits; in the data active = activity change below about -50%; inconclusive = mostly about -30% to -49%;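 note: -100% = wells without enzyme as full effect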
Target sequence (Q9BTU6 whole entry, looked up): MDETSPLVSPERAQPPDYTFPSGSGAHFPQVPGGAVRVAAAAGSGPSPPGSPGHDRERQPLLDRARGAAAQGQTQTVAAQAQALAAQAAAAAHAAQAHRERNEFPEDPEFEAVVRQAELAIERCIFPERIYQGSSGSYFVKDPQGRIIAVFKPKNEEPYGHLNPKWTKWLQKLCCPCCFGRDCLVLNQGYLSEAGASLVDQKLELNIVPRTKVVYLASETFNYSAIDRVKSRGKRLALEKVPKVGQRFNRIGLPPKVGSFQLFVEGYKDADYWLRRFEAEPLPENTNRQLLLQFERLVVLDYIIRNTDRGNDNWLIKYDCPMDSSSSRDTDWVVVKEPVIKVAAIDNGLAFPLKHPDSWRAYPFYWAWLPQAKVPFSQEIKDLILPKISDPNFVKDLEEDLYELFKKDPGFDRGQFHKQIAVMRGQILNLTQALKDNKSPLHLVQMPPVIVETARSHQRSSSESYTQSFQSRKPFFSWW
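In this quantitative HTS, ADP production by PI4K2A was quantified luminescently after 1 h at ambient temperature; 100 microM adenosine served as plate-quality control.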
JMJD2A Tudor – JMJD2A Tudor domain (human) inhibition. O75164. Potency, µM (top dose mostly 114 µM), for inactives: at the highest dose activity change, negative = inhibition, usual class: inhibitors. AlphaScreen JMJD2A-Tudor / H3K4me3 peptide binding. 390,000 compounds, 4.4% hits; note: potency is the fitted concentration of half-maximal effect; % is set by controls: 0 for no effect and ±100 for the full control effect; nearly all actives have a fitted effect of over 50% in size
BAZ2B inh – inhibitors of human BAZ2B bromodomain; AlphaScreen BAZ2B-H3K14Ac peptide displacement; Potency, µM (top dose mostly 114 µM), for inactives: top-dose activity change, negative = inhibition, actives largely listed as inhibitors; 360,000 compounds, 4.4% hits; note: potency is the fitted concentration of half-maximal effect; % is set by controls: 0 for no effect and ±100 for the full control effect; nearly all actives have a fitted effect of over 60% in size
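Protein-peptide AlphaScreen: BAZ2B 50 nM, b-H3K14Ac 50 nM, 1x PBS pH 7.4 + 0.01% Tween-20. Preincubation 30 min RT; cpd 30 min RT (top 110 uM); beads 20 min RT, light-protected.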
GLS inh – blocks human kidney-isoform glutaminase activity. O94925. GLS enzymatic activity, qHTS titration. Potency, µM (series often up to 45.5 µM), inactives show top-dose activity change, negative = inhibition, most hits filed as inhibitors. 410,000 compounds, 0.21% hits. AID 624170; note: potency is the fitted concentration of half-maximal effect; % is set by controls: 0 for no effect and ±100 for the full control effect
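hKGA in 45 mM KH2PO4 (pH 8.2), 0.02% Tween-20 with compound, then 1mM L-Glutamine (stock as added) plus glutamate oxidase/HRP/Amplex red coupling mix. Fluorescence read initially and after 30 min at RT; signal change reflects glutamate formation.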
HP1b chromo inh – HP1-beta chromodomain-methylated histone interaction inhibition; AlphaScreen HP1-beta / biotin-H3K9me3 peptide binding; Potency, µM (highest dose often 114 µM), without a hit: at the top dose activity change, negative = inhibition, most hits filed as inhibitors; 390,000 compounds, 0.56% hits; AID 540317; note: potency is the fitted concentration of half-maximal effect; nearly all actives have a fitted effect of over 70% in size; inactives centre near 23
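HP1-beta protein (50 nM final) preincubated 30 min at room temperature with biotinylated H3(1-18)K9me3 peptide (50 nM) in PBS pH 7.4, 0.01% Tween-20, then compound added for 30 min. AlphaScreen streptavidin donor/nickel chelate acceptor beads (10 ug/mL final), 30 min dark, luminescence read.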
ERG Ets-DNA blk – blocks human ERG Ets domain binding to DNA. P11308. 370,000 compounds, 0.028% hits. fluorescence polarization, His-ERG Ets domain / labelled DNA. Potency, µM (titrated, usually from 76.9 µM), inactives show top-dose FP activity, negative = inhibition, hits mostly inhibitors. AID 624246; active = well fitted inhibition curve with a large enough effect in the polarisation, with a control signal flat; inconclusive = small, poorly fitted or top-dose-only effect, or effect the other way, or a change in a side signal; inactive = no such curve, though single readings can be large or run the other way; the % refers to the polarisation;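 note: polarization taken with two DNA probes labelled with fluorescein and Texas red; potency is the fitted concentration of half-maximal effect; % of control where 0% means no effect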
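His-tagged ERG Ets domain (1 uM in the protein solution; 300mM KCl, 50mM Tris-HCl, 1mM EDTA, 1mM DTT, pH 7.5) received compound, then a probe mix of 5 nM fluorescein-DNA and 100nM Texas-615-DNA. Fluorescence polarization was read for both dyes.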
12-LOX inh – inhibitors of human 12S-lipoxygenase ALOX12. 580,000 compounds, 1.1% hits. AID 1671190. purified 12hLO, xylenol orange hydroperoxide absorbance. Potency, µM (doses to about 108 µM), for inactives: top-dose activity change, negative = inhibition, hits mostly inhibitors. P18054; note: potency is the fitted concentration of half-maximal effect; % is set by controls: 0 for no effect and ±100 for the full control effect
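Hydroperoxide product was detected by ferrous iron/xylenol orange as the 573 to 405 nm absorbance ratio. Arachidonic acid at 40 uM (final) was turned over for 30 min at room temperature by 150 nM human 12hLO, pH 7.0 Hepes buffer, after 15 min compound preincubation.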
RGS4 inhibitor – human RGS4 inhibition. Transcreener GDP fluorescence polarization, RGS4-accelerated GTP hydrolysis. Potency, µM (titrated, usually from 114 µM), without a hit: at the top dose activity change, negative = inhibition, usual class: inhibitors. 390,000 compounds, 0.039% hits. AID 504845; note: potency is the fitted concentration of half-maximal effect; % is set by controls: 0 for no effect and ±100 for the full control effect; nearly all actives have a fitted effect of over 75% in size; some results filed as inactive show a strong effect at the top dose
Target sequence (P49798 whole entry, looked up): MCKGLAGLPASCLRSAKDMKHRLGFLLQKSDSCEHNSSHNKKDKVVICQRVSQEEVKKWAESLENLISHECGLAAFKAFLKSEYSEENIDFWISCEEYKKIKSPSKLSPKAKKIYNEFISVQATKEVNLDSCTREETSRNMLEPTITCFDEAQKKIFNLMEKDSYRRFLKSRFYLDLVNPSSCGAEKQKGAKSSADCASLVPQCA
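MLSMR compounds (23 nl, pin-transferred) preincubated 10 min at room temperature with a 500nM (2x) first reagent, then RGS4 at 900nM (2x) plus Transcreener GDP mix added; fluorescence polarization (620/688 nm) read before and after 90 min at 30 °C.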
G9a inh – blocks human histone lysine methyltransferase G9a. Q96KQ7. G9a H3K9 monomethylation, AlphaScreen, 2 h. 350,000 compounds, 8.8% hits. Potency, µM (titrated, usually from 102 µM), inactives show at the top dose activity, negative = inhibition, actives largely listed as inhibitors; note: potency is the fitted concentration of half-maximal effect; % is set by controls: 0 for no effect and ±100 for the full control effect; nearly all actives have a fitted effect of over 75% in size
Target sequence (Q96KQ7 913-1193 limits assumed): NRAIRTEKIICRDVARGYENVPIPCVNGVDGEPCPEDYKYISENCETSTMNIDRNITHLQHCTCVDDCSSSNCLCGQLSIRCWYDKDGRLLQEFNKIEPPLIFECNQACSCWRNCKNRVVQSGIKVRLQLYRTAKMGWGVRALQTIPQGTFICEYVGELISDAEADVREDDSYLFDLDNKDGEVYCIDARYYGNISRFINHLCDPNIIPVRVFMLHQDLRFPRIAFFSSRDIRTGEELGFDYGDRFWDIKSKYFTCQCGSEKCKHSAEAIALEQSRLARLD
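Signal arises when biotinylated H3K9 peptide, once monomethylated, bridges streptavidin donor and antibody-captured acceptor beads. Enzyme at 20 nM was preincubated 15 min with test compounds; peptide 500 nM and SAM 20 uM then reacted for 2 h.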
Numbers without * were called inactive; [ ] = remark or other dose. Unless noted, calls come from the whole dose curve; as a rule, active = well fitted curve in the direction sought with a large enough effect; inconclusive = small, poorly fitted or top-dose-only effect, or another doubt; inactive = no such curve, though single readings can be large; an effect the other way counts as inactive or inconclusive. A portion of the library; rates above refer to the full screens.

Screening OCCNc1nc2nonc2nc1NCCO returned PI4K2A block -1, JMJD2A Tudor 6%, GLS inh -2%, HP1b chromo inh 39%[activator], ERG Ets-DNA blk 11%, 12-LOX inh 1%, RGS4 inhibitor 4% and G9a inh 29%.
FC(F)Oc1ccccc1/C=N/Nc1nc2ccccc2o1 was read as PI4K2A block 4, JMJD2A Tudor -15%, BAZ2B inh 6%, GLS inh -7%, HP1b chromo inh 4%, ERG Ets-DNA blk 9%, 12-LOX inh 6%, RGS4 inhibitor 2% and G9a inh 17%.
`O=C(CCC(=O)c1ccccc1)Nc1ccccc1` gave PI4K2A block -7, JMJD2A Tudor -10%, GLS inh 3%, HP1b chromo inh 16%, ERG Ets-DNA blk -17%, 12-LOX inh 99%[activator] and RGS4 inhibitor -16%.
For Cc1nn(Cc2ccccc2)c(C)c1N the results were PI4K2A block 1, JMJD2A Tudor inconclusive, BAZ2B inh -35%, GLS inh 2%, HP1b chromo inh -4%, ERG Ets-DNA blk 2%, 12-LOX inh 13%, RGS4 inhibitor 10% and G9a inh -8%.
Cc1ccc(S(=O)(=O)NCCCCCC(=O)Nc2ccccc2)cc1 was read as PI4K2A block -4, JMJD2A Tudor 6%, BAZ2B inh -3%, GLS inh 6%, HP1b chromo inh 20%, ERG Ets-DNA blk 10%, 12-LOX inh -15%, RGS4 inhibitor -23% and G9a inh 9%.
Screening NC(=O)c1c(NC(=O)c2noc3c2CCCC3)sc2c1CCCC2 returned PI4K2A block -7, JMJD2A Tudor 79µM*, BAZ2B inh -5%, GLS inh -11%, HP1b chromo inh inconclusive, ERG Ets-DNA blk -2%, 12-LOX inh inconclusive, RGS4 inhibitor inconclusive and G9a inh 1.8µM*.
Screening CCOC(=O)Cc1c(C)[nH]n(-c2ccccc2)c1=O returned PI4K2A block -6, JMJD2A Tudor -23%, BAZ2B inh 14%, GLS inh 2%, HP1b chromo inh 1%, ERG Ets-DNA blk -1%, 12-LOX inh 30%[activator], RGS4 inhibitor -10% and G9a inh 5%.
For CC(C)c1[nH]nc2c1C(c1cccnc1)C(C#N)=C(N)O2 (stereo unspecified) the results were PI4K2A block 2, JMJD2A Tudor -4%, BAZ2B inh -7%, GLS inh 6%, HP1b chromo inh 30%, ERG Ets-DNA blk -10%, 12-LOX inh 27%, RGS4 inhibitor 23% and G9a inh inconclusive.
Screening O=C(CCc1ccccc1)NC(=S)Nc1cccc(Br)c1 returned PI4K2A block 2, JMJD2A Tudor 24%, BAZ2B inh 3%, GLS inh 1%, HP1b chromo inh 45%[activator], ERG Ets-DNA blk 1%, 12-LOX inh inconclusive, RGS4 inhibitor -26% and G9a inh 8%[59 µM].
`Cc1ccc(OCC(=O)Nc2ccc(Cl)c(-c3nc4ncccc4o3)c2)cc1C` gave PI4K2A block 2, JMJD2A Tudor -1%, BAZ2B inh -1%, GLS inh 6%, HP1b chromo inh 46%[activator], ERG Ets-DNA blk 2%, 12-LOX inh -1%, RGS4 inhibitor -27% and G9a inh -9%[59 µM].
Screening CCN(C(=O)c1ccc(NC(C)=O)cc1)c1ccccc1 returned PI4K2A block -2, JMJD2A Tudor inconclusive, BAZ2B inh -4%, GLS inh -2%, HP1b chromo inh 17%, ERG Ets-DNA blk -9%, 12-LOX inh 23%, RGS4 inhibitor -7% and G9a inh 8%[59 µM].
COc1ccccc1C(c1nnnn1C1CCCC1)N1CCN2CCCC2C1 (stereo unspecified) was read as PI4K2A block -5, JMJD2A Tudor -15%, BAZ2B inh 3%, GLS inh 32%[activator], HP1b chromo inh 46%[activator], 12-LOX inh 19%, RGS4 inhibitor -20% and G9a inh -19%.
Screening Cc1ccccc1NC(=O)Cn1nc(C(F)(F)F)cc1C1CC1 returned PI4K2A block 3, JMJD2A Tudor -11%, BAZ2B inh 11%, GLS inh -1%, HP1b chromo inh 11%, ERG Ets-DNA blk -4%, 12-LOX inh 12%, RGS4 inhibitor 16% and G9a inh 5%[59 µM].
`COCCN1C(=O)c2oc3ccc(C)cc3c(=O)c2C1c1ccc(C(=O)OC)cc1` (stereo unspecified) gave PI4K2A block 5, JMJD2A Tudor -7%, BAZ2B inh -21%, GLS inh -5%, HP1b chromo inh 23%, ERG Ets-DNA blk 3%, 12-LOX inh -19%, RGS4 inhibitor 2% and G9a inh -31%[59 µM].
CCOCCCNC(=O)C1CCN(S(=O)(=O)N2CCCCC2)CC1 was read as PI4K2A block 3, JMJD2A Tudor 2%, BAZ2B inh 5%, GLS inh 3%, HP1b chromo inh 58%[activator], ERG Ets-DNA blk 7%, 12-LOX inh 9%, RGS4 inhibitor -16% and G9a inh 12%.
Screening O=C(Cc1coc2ccc3ccccc3c12)Nc1nnc(C2CC2)s1 returned PI4K2A block -7, JMJD2A Tudor -16%, BAZ2B inh 8%, GLS inh -2%, HP1b chromo inh 8%, ERG Ets-DNA blk 2%, 12-LOX inh -14%, RGS4 inhibitor -11% and G9a inh -34%.
CCCCN1C2CCCC1CC(NC(=O)c1cccc(OC)c1)C2 (stereo unspecified) was read as PI4K2A block 1, JMJD2A Tudor -5%, BAZ2B inh -8%, GLS inh -2%, HP1b chromo inh 16%, ERG Ets-DNA blk -6%, 12-LOX inh -12%, RGS4 inhibitor 11% and G9a inh inconclusive.
Screening CCN(CC)S(=O)(=O)c1ccc(C)c(NC(=S)NC2CCCCC2)c1 returned PI4K2A block 9, JMJD2A Tudor -19%, BAZ2B inh -20%, GLS inh 8%, HP1b chromo inh 25%, ERG Ets-DNA blk 0%, 12-LOX inh inconclusive, RGS4 inhibitor -9% and G9a inh -31%.
For COc1ccc2cc(C(=O)Nc3ccc(S(N)(=O)=O)cc3)sc(=O)c2c1OC the results were PI4K2A block -1, JMJD2A Tudor -17%[11.4 µM], BAZ2B inh -20%, GLS inh 3%, HP1b chromo inh 12%, ERG Ets-DNA blk 10%, 12-LOX inh -16%, RGS4 inhibitor -46% and G9a inh -4%[59 µM].
Cc1ccc(Cl)cc1-n1ncc2c(Nc3ccc4c(c3)OCCO4)ncnc21 was read as PI4K2A block -5, JMJD2A Tudor -7%, BAZ2B inh -3%, GLS inh -1%, HP1b chromo inh 19%, ERG Ets-DNA blk -4%, 12-LOX inh -15%, RGS4 inhibitor -11% and G9a inh 8%[59 µM].
Screening CC(=O)Cc1nsc(NC(=O)c2ccc(-c3ccc(Cl)c(C(F)(F)F)c3)o2)n1 returned PI4K2A block 2, JMJD2A Tudor 8%[11.4 µM], BAZ2B inh 9%, GLS inh 1%, HP1b chromo inh 43%[activator], ERG Ets-DNA blk -6%, RGS4 inhibitor 7%[11.4 µM] and G9a inh 16%.
For COc1ccc(-c2csc(Nc3cc(C)ccn3)n2)cc1OC the results were PI4K2A block 4, JMJD2A Tudor inconclusive, BAZ2B inh inconclusive, GLS inh -22%, HP1b chromo inh -36%, ERG Ets-DNA blk 6%, 12-LOX inh inconclusive, RGS4 inhibitor -24% and G9a inh 40µM*.
NCCCC[C@H]1CNC(=S)N1CC1CCCCC1 was read as PI4K2A block 2, JMJD2A Tudor -30%, BAZ2B inh -24%, GLS inh 6%, HP1b chromo inh 26%, ERG Ets-DNA blk 5%, 12-LOX inh -1%, RGS4 inhibitor 0% and G9a inh 25%[12.7 µM].
`COc1ccc(CN2CCSCC2)c(OC)c1C` gave PI4K2A block 1, JMJD2A Tudor 4µM*, BAZ2B inh 79µM*, GLS inh -10%, HP1b chromo inh inconclusive, ERG Ets-DNA blk 25%, 12-LOX inh inconclusive, RGS4 inhibitor 0% and G9a inh 10µM*.
Screening CCN1CCN(C(=O)c2cn(CCOC)c(=O)c3c2c2ccccc2n3C)CC1 returned PI4K2A block 1, JMJD2A Tudor -7%, BAZ2B inh 4%, GLS inh 1%, HP1b chromo inh 39%[activator], ERG Ets-DNA blk -6%, 12-LOX inh -15%, RGS4 inhibitor -2% and G9a inh inconclusive.
Screening CCOc1ccc2nc(NC(=O)C3CSC4(C)CCC(=O)N34)sc2c1 (stereo unspecified) returned PI4K2A block -1, JMJD2A Tudor -32%, BAZ2B inh -4%, GLS inh -6%, HP1b chromo inh 8%, ERG Ets-DNA blk -1%, 12-LOX inh -1%, RGS4 inhibitor -1% and G9a inh -6%[59 µM].
Cc1cccc(NC(=O)Cn2cc(S(=O)(=O)N3CCCC3)c(S(=O)(=O)N3CCCC3)c2)c1C was read as PI4K2A block 0, JMJD2A Tudor -12%, BAZ2B inh 12%[57.1 µM], GLS inh 0%, HP1b chromo inh 24%, ERG Ets-DNA blk -8%, 12-LOX inh -11%, RGS4 inhibitor 8% and G9a inh -10%[59 µM].
`O=C(CN1C(=O)c2ccc([N+](=O)[O-])cc2C1=O)NCc1ccc(C(=O)O)cc1` gave PI4K2A block 1, JMJD2A Tudor 1%, BAZ2B inh -2%, GLS inh -3%, HP1b chromo inh 52%[activator], ERG Ets-DNA blk -3%, 12-LOX inh 3%, RGS4 inhibitor -16% and G9a inh inconclusive.
